From PubChem
AmpC inh detg – blocks E. coli AmpC beta-lactamase in detergent assay; P00811; AmpC hydrolysis of nitrocefin, absorbance 480 nm, 0.01% Triton; Potency, µM (doses to about 114 µM), without a hit: at the top dose activity change, negative = inhibition, hits mostly inhibitors; 0.041% of 370,000 active;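 also: potency is read from the fitted curve at half-maximal effect; 0% = no-compound wells and -100% = no-enzyme wells; nearly all actives have a fitted effect of over 25% in size; some results filed as inactive show a strong effect at the top dose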
Target sequence (P00811 whole entry, looked up): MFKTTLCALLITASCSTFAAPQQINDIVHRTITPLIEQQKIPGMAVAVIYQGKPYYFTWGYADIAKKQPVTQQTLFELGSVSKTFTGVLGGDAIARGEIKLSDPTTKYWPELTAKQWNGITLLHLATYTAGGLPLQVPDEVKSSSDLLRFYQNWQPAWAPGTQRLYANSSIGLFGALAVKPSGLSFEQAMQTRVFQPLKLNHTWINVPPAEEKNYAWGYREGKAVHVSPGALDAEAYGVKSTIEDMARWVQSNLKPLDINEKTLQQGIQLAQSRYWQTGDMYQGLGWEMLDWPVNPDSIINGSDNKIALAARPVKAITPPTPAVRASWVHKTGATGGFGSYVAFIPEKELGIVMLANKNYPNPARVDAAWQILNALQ
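AmpC (5.3 nM in the dispensed reagent) in 20 mM phosphate pH 7.0 with 0.01% (detergent screen) or 0.0001% Triton X-100 was preincubated with compounds for 15 min at room temperature. Nitrocefin was then added from an 800 uM solution, and hydrolysis was followed at 480 nm.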
AMA1 RON2 block – disrupts binding of P. falciparum AMA1 to RON2; AlphaScreen AMA1-biotinylated RON2 peptide binding; Potency, µM (highest dose often 58.2 µM), for the others: at the highest dose activity change, negative = inhibition, actives largely listed as inhibitors; 0.2% of 360,000 active;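 also: potency is read from the fitted curve at half-maximal effect; 0% = vehicle wells and -100% = peptide control; nearly all actives have a fitted effect of over 45% in size; some results filed as inactive show a strong effect at the top dose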
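AMA1 (3D7) with his tag at 25 nM final met compounds first, then biotinylated RON2 peptide at 25 nM; detection used donor plus acceptor beads, 10 µg/mL apiece, read by AlphaScreen after 30 min at room temperature.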
AmpC inh no detg – inhibitors of E. coli AmpC beta-lactamase without detergent; P00811; AmpC nitrocefin hydrolysis, absorbance 480 nm, 0.0001% Triton; Potency, µM (titrated, usually from 57.1 µM), inactives show top-dose activity change, negative = inhibition, usual class: inhibitors; 0.52% of 330,000 active;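 also: potency is read from the fitted curve at half-maximal effect; plate controls were no compound for no effect and no enzyme for full effect; nearly all actives have a fitted effect of over 20% in size; some results filed as inactive show a strong effect at the top dose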
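AmpC (5.3 nM in the dispensed reagent) in 20 mM phosphate pH 7.0 with 0.01% (detergent screen) or 0.0001% Triton X-100 was preincubated with compounds for 15 min at room temperature. Nitrocefin was then added from an 800 uM solution, and hydrolysis was followed at 480 nm.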
LmPK inh – LmPK (Leishmania mexicana) enzyme inhibition; Potency, µM (series often up to 57.5 µM), for inactives: at the top dose activity change, negative = inhibition, most hits filed as inhibitors; 0.37% of 290,000 active; Q27686; purified LmPK, Kinase-Glo ATP luminescence, 1 h; also: potency is read from the fitted curve at half-maximal effect
Target sequence (Q27686 whole entry, looked up): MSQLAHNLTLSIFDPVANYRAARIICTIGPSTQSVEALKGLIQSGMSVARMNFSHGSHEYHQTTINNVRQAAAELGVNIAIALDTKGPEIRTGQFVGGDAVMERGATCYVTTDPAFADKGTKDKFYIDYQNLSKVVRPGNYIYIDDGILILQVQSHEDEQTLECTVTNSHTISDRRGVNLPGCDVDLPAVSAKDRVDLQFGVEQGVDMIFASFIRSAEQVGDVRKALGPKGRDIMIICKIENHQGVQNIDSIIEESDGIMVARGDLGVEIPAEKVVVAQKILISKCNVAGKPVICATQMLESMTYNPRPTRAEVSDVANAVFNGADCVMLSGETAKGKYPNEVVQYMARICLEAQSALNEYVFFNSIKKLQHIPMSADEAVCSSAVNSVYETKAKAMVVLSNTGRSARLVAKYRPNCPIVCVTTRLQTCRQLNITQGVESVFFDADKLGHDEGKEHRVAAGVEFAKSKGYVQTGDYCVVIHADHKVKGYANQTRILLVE
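Purified LmPK (0.1 nM) converted ADP (0.1 mM) to ATP with PEP (0.5 mM) in imidazole buffer pH 7.2 with KCl and MgCl2, 1 h at room temperature. ATP was read by Kinase-Glo luminescence; data normalized to uninhibited and no-enzyme controls.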
TbPYK inhibitor – T. brucei pyruvate kinase inhibition; TbPYK enzyme, Kinase-Glo Plus ATP luminescence, 45 min; 0.12% of 410,000 active; Potency, µM (titrated, usually from 76.8 µM), for the others: top-dose activity, negative = inhibition, actives largely listed as inhibitors; Q57TT1; AID 624173; also: potency is read from the fitted curve at half-maximal effect; nearly all actives have a fitted effect of over 50% in size
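Luminescence from Kinase-Glo Plus, added after a 45-minute room-temperature reaction, served as the end-point read-out. The enzyme and substrate were preincubated with compound before ADP (130 uM final) initiated turnover. Concentration-effect curves came from normalized qHTS data.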
HCV inh – inhibitors of hepatitis C virus infection. Huh7.5.1 HCVcc-Cre infection, luciferase reporter, 44 h. Potency, µM (doses to about 41.8 µM), for inactives: top-dose activity change, negative = inhibition, actives largely listed as inhibitors. 3.4% of 340,000 active. AID 651820; also: potency is read from the fitted curve at half-maximal effect
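Luciferase read-out (15 sec integration) after a 15 min room-temperature substrate step quantifies HCVcc-Cre infection. Cells, 1,000 per well, had compound added 4 h post-plating, then virus at ~0.5 moi, and were cultured 44 h.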
HCMV inh – blocks human cytomegalovirus replication. HFF cells, HCMV-luciferase reporter, 72 h; active compounds read low. activity change, negative = inhibition, % at 57.5 µM. 4.5% of 410,000 active. AID 1259415; in the data active = activity change below about -60%; inconclusive = no clear call, values can overlap the other calls; inactive = above about -39%
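Human foreskin fibroblasts infected with luciferase-reporter HCMV at MOI 1 PFU/cell, compounds at two doses. Luciferase measured 72 h post infection; normalized to buffer-only basal and Salinomycin (10uM) controls.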
* marks the source's active call; other numbers are inactive results; [ ] = another dose, or the depositor's remark. Unless noted, calls follow the shape of the dose curve; as a rule, active = well fitted curve in the direction sought with a large enough effect; inconclusive = small, poorly fitted or top-dose-only effect, or another doubt; inactive = no such curve, though single readings can be large; an effect the other way counts as inactive or inconclusive. Unless noted, % is scaled to controls: 0 for no effect and ±100 for the full control effect.

Screening O=P(O)(O)C12CC3CC(CC(C3)C1)C2 returned AmpC inh detg inconclusive, AMA1 RON2 block 4%, AmpC inh no detg -26%, LmPK inh 2%, TbPYK inhibitor 1%, HCV inh -1% and HCMV inh 27.
Screening CCCCn1c(N)c(N(CCC(C)C)C(=O)CC2CCCC2)c(=O)[nH]c1=O returned AmpC inh detg inconclusive, AMA1 RON2 block 12%, AmpC inh no detg -5%, TbPYK inhibitor -6%, HCV inh 0% and HCMV inh -21.
Screening Cc1c(CCO)c(=O)n2n1CCCC2 returned AMA1 RON2 block 3%, TbPYK inhibitor -2%, HCV inh 34%[activator] and HCMV inh -4.
COc1ccc(CSc2nnc(-c3ccncc3)n2N)cc1 was read as AmpC inh detg 4%, AMA1 RON2 block -8%, AmpC inh no detg -7%, LmPK inh 2%, TbPYK inhibitor -14%, HCV inh 19% and HCMV inh inconclusive.
For CN(C1CCCC1)C1CCN(C(=S)Nc2cc(F)cc(F)c2)CC1 the results were AmpC inh detg 7%, AMA1 RON2 block -1%, AmpC inh no detg -21%, LmPK inh -3%, TbPYK inhibitor 3%, HCV inh -18% and HCMV inh 31.
`COC(=O)C1C(c2ccc(N(C)C)cc2)C(C(=O)OC)S(=O)(=O)CS1(=O)=O` (configuration not stated) gave AmpC inh detg 0%, AMA1 RON2 block -9%, AmpC inh no detg -14%, LmPK inh -3%, TbPYK inhibitor 1%, HCV inh -1% and HCMV inh -25.
CCN(CC)C(=O)C1=C(C)N(Cc2ccccc2)C(=O)C(CC(=O)NCCc2ccccn2)C1 (configuration not stated) was read as AMA1 RON2 block 5%, TbPYK inhibitor -10% and HCMV inh 17.
Cc1ccc(-n2ncc3c(Nc4cccc(C)c4C)ncnc32)cc1 was read as AmpC inh detg 7%, TbPYK inhibitor -3% and HCMV inh 33.
CCN(CCCNC(=O)c1c(C)cc(=O)oc1C)c1cccc(C)c1 was read as AmpC inh detg 2%, AMA1 RON2 block -4%, AmpC inh no detg 43%, LmPK inh 1%, TbPYK inhibitor 0%, HCV inh -22% and HCMV inh -37.
`COCCOc1cc(N2C(=O)CSCC2=O)c(Cl)cc1Cl` gave AmpC inh detg inconclusive, AMA1 RON2 block 12%, AmpC inh no detg 53%[activator], LmPK inh 1%, TbPYK inhibitor 2%, HCV inh 22% and HCMV inh 26.
`Cc1ccc(NC(=O)C2c3ccccc3-c3ccccc32)cc1` gave AMA1 RON2 block -5%, TbPYK inhibitor -2% and HCMV inh -10.
COc1ccc(OC)c(S(=O)(=O)NCCc2csc3nc(-c4ccccc4)nn23)c1 was read as AmpC inh detg -2%, TbPYK inhibitor 6% and HCMV inh 38.

Structures listed so far containing a halogen:
For CN(C1CCCC1)C1CCN(C(=S)Nc2cc(F)cc(F)c2)CC1 the results were AmpC inh detg 7%, AMA1 RON2 block -1%, AmpC inh no detg -21%, LmPK inh -3%, TbPYK inhibitor 3%, HCV inh -18% and HCMV inh 31.
`COCCOc1cc(N2C(=O)CSCC2=O)c(Cl)cc1Cl` gave AmpC inh detg inconclusive, AMA1 RON2 block 12%, AmpC inh no detg 53%[activator], LmPK inh 1%, TbPYK inhibitor 2%, HCV inh 22% and HCMV inh 26.

The list continues.
`O=C(/C(=N\Nc1ccccc1)Sc1nnnn1-c1ccccc1)c1ccccc1` gave AmpC inh detg inconclusive, AMA1 RON2 block -15%, AmpC inh no detg 1.1µM*, LmPK inh 1%, TbPYK inhibitor 5%, HCV inh 20% and HCMV inh -15.
`COc1ccccc1C(=O)Nc1nnc(SCC(=O)Nc2ccc3c(c2)oc2ccccc23)s1` gave AmpC inh detg 0%, AMA1 RON2 block 0%, AmpC inh no detg inconclusive, LmPK inh -3%, TbPYK inhibitor -5%, HCV inh -16% and HCMV inh 52.
For C=C(C(=O)O)C(CCCCCC)C(=O)O (configuration not stated) the results were AmpC inh detg 1%, AMA1 RON2 block 5%, AmpC inh no detg -16%, LmPK inh 3%, TbPYK inhibitor -6%, HCV inh 0.63µM* and HCMV inh -8.
O=C(NCc1nnc(SCc2ccccc2)n1-c1ccc(F)cc1)C12CC3CC(CC(C3)C1)C2 was read as AmpC inh detg inconclusive, AMA1 RON2 block -12%, AmpC inh no detg 69%[activator], LmPK inh 1%, TbPYK inhibitor -15%, HCV inh inconclusive and HCMV inh 20.
Screening CC(=O)c1ccc(OCC(=O)NC(=O)NC2CCCCC2)cc1 returned AmpC inh detg 1%, AMA1 RON2 block 4%, AmpC inh no detg -17%, LmPK inh -1%, TbPYK inhibitor -2%, HCV inh -30% and HCMV inh 18.
For COc1ccc(C(C)=O)cc1CSc1nc2cc(C(=O)O)ccc2c(=O)n1Cc1ccccc1 the results were AmpC inh detg -12%, AMA1 RON2 block -9%, AmpC inh no detg -47%, LmPK inh 1%, TbPYK inhibitor 0%, HCV inh 33%[activator] and HCMV inh 12.
For Cc1cc(=O)oc2cc(OCC(=O)N3CCc4ccccc4C3)ccc12 the results were AmpC inh detg -5%, AMA1 RON2 block 16%, AmpC inh no detg -10%, LmPK inh 4%, TbPYK inhibitor -5%, HCV inh -1% and HCMV inh -11.
CCC(NC(=O)Nc1ccc(O)cc1)(C(F)(F)F)C(F)(F)F was read as AmpC inh detg -14%, AMA1 RON2 block -5%, AmpC inh no detg -23%, LmPK inh 0%, TbPYK inhibitor -3%, HCV inh -4% and HCMV inh -70*.
Screening CC(=O)c1ccc2c(c1)C1C(Cl)C(Sc3ccccc3[N+](=O)[O-])CC1C(c1ccccc1[N+](=O)[O-])N2 (configuration not stated) returned AmpC inh detg -5%, AMA1 RON2 block -8%, AmpC inh no detg inconclusive, LmPK inh -1%, TbPYK inhibitor 4%, HCV inh 2.2µM* and HCMV inh -88*.
`CCC(C)[C@H](NC(=O)CCn1nnc2ccccc2c1=O)C(=O)O` (some centres not stated) gave AmpC inh detg -4%, AMA1 RON2 block 14%, AmpC inh no detg -17%, LmPK inh -2%, TbPYK inhibitor -1%, HCV inh 32%[activator] and HCMV inh 10.
Screening Cc1ccc(Cl)cc1-n1ncc2c(N3CCC(C)CC3)ncnc21 returned AmpC inh detg 6%, TbPYK inhibitor 1% and HCMV inh -20.
Cc1nc(C(F)(F)F)ccc1C(=O)N1CCC1(C)C(=O)NS(=O)(=O)c1ccccc1Cl (configuration not stated) was read as AMA1 RON2 block -3%, TbPYK inhibitor 4% and HCMV inh 28.

Three structures already listed, arranged by count of non-hydrogen atoms, largest number first:
`O=C(/C(=N\Nc1ccccc1)Sc1nnnn1-c1ccccc1)c1ccccc1` gave AmpC inh detg inconclusive, AMA1 RON2 block -15%, AmpC inh no detg 1.1µM*, LmPK inh 1%, TbPYK inhibitor 5%, HCV inh 20% and HCMV inh -15.
`CCC(C)[C@H](NC(=O)CCn1nnc2ccccc2c1=O)C(=O)O` (some centres not stated) gave AmpC inh detg -4%, AMA1 RON2 block 14%, AmpC inh no detg -17%, LmPK inh -2%, TbPYK inhibitor -1%, HCV inh 32%[activator] and HCMV inh 10.
CCC(NC(=O)Nc1ccc(O)cc1)(C(F)(F)F)C(F)(F)F was read as AmpC inh detg -14%, AMA1 RON2 block -5%, AmpC inh no detg -23%, LmPK inh 0%, TbPYK inhibitor -3%, HCV inh -4% and HCMV inh -70*.

Next results.
Cc1ccccc1-n1ncc2c1CC(C)(C)CC2NC(=O)CN1CCCC1=O (configuration not stated) was read as AmpC inh detg inconclusive, AMA1 RON2 block -3%, AmpC inh no detg 2%, LmPK inh -5%, TbPYK inhibitor 4%, HCV inh -1% and HCMV inh 1.
CC(C)NC(=O)C1CCN(c2ccc(S(=O)(=O)N3CCOCC3)cc2Cl)CC1 was read as AmpC inh detg 0%, AMA1 RON2 block 0%, AmpC inh no detg 33%, LmPK inh -1%, TbPYK inhibitor -1%, HCV inh 41%[activator] and HCMV inh -31.
Cc1oc(-c2ccccc2Cl)nc1CSc1nc2ncccc2[nH]1 was read as AmpC inh detg 9%, TbPYK inhibitor -10% and HCMV inh inconclusive.
Screening CCN(CC)N=Nc1ccc(S(N)(=O)=O)cc1 returned AmpC inh detg 7%, AMA1 RON2 block -7%, AmpC inh no detg 14%, LmPK inh 8%, TbPYK inhibitor 6%, HCV inh 8% and HCMV inh 10.
For CN(C)c1ccc(CNC(=O)CC[C@H]2O[C@@H](n3cnc4c(NC(=O)c5ccccc5)ncnc43)[C@H](O)[C@@H]2O)cc1 the results were AMA1 RON2 block -10%, TbPYK inhibitor -3% and HCMV inh 18.
Screening COc1ccc(-n2c(C)c(C)c3c(NCCCN(C)C)ncnc32)cc1 returned AmpC inh detg -3%, AMA1 RON2 block -6%, AmpC inh no detg 46%, LmPK inh 2%, TbPYK inhibitor -4%, HCV inh -13% and HCMV inh -26.
Screening COc1cccc(NC(=O)CN2C(=O)NC3(CCCc4ccccc43)C2=O)c1 (configuration not stated) returned AmpC inh detg inconclusive, AMA1 RON2 block 0%, AmpC inh no detg -29%, TbPYK inhibitor -8%, HCV inh 6% and HCMV inh -37.
For Cc1nc2c(OCc3ccc(C#N)cc3)cccn2c1N(C)C(=O)CCC1CCCC1 the results were AMA1 RON2 block 6%, TbPYK inhibitor 0% and HCMV inh -8.
`COc1cc(CC(NC(C)=O)C(=O)NC2CCN(C(=O)c3ccc(C)cc3)CC2)cc(OC)c1` (configuration not stated) gave AmpC inh detg -3%, AMA1 RON2 block -13%, AmpC inh no detg 78%[activator], LmPK inh 0%, TbPYK inhibitor -1%, HCV inh -5% and HCMV inh -20.
Screening Cc1ccccc1C(=O)NNC(=O)CN1C(=O)c2ccccc2C1=O returned AmpC inh detg -7%, AMA1 RON2 block 83%[activator], AmpC inh no detg -14%, LmPK inh 4%, TbPYK inhibitor 1%, HCV inh 9% and HCMV inh 12.
For CCc1nnc(NC(=O)CCC(=O)Nc2ccc(Cl)cc2)s1 the results were AmpC inh detg 3%, AMA1 RON2 block 2%, AmpC inh no detg -5%, LmPK inh 1%, TbPYK inhibitor -4%, HCV inh 16% and HCMV inh -23.
CCOC(=O)C1=CN(Cc2cccc(F)c2)S(=O)(=O)N(C)C1c1ccc(F)c(Cl)c1 (configuration not stated) was read as AMA1 RON2 block 3%, AmpC inh no detg -27%, TbPYK inhibitor 3%, HCV inh inconclusive and HCMV inh -39.
For O=S(=O)(Nc1ccccc1)c1ccc(Oc2ncc(C(F)(F)F)cc2Cl)cc1 the results were AmpC inh detg -3%, AMA1 RON2 block -2%, AmpC inh no detg inconclusive, LmPK inh 9%, TbPYK inhibitor -16%, HCV inh 11% and HCMV inh 6.
